# Screens from PubChem BioAssay.
# ASM inhibitor: Inhibitors of Secretory Acid Sphingomyelinase (S-ASM): qHTS. Sphingomyelin phosphodiesterase (Homo sapiens), P17405. placental ASM, HMU-PC fluorogenic substrate, 60 min. Potency, µM (doses to about 57.5 µM), for the others: at the highest dose activity change, negative = inhibition, most hits filed as inhibitors. actives 0.006% (n = 340,000). AID 504937, 2011; note: potency is the fitted concentration of half-maximal effect
#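 Human placenta-derived ASM enzyme was preincubated with compound for 10 minutes at room temperature, then given fluorogenic substrate HMU-PC0 (9 uM final) for 60 minutes at 37 °C; a pH 10 stop preceded fluorescence reading at Ex 386/Em 447 nm.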
# Integrin act MD: qHTS for Activators of Integrin-Mediated Alleviation for Muscular Dystrophy; AID 624291, 2012; actives 0.064% (n = 350,000); Potency, µM (highest dose often 38.3 µM), inactives show at the top dose activation, hits mostly activators; alpha7betagal myoblasts, beta-gal FDG fluorescence, 48 h;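 note: potency is the fitted concentration of half-maximal effect; 100% = response of the positive control SU9516; nearly all actives have a fitted effect of over 60% in size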
#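 alpha7betagal+/- myoblasts (passage 13, 250/well) treated 48 h at 37C with compounds at 1:260 dilution of DMSO stock. Lysed, then beta-galactosidase activity read as FDG fluorescence (ex 480/em 540) after 30 min, with pre-read for autofluorescence.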
# uPA surface inh: qHTS for Inhibitors of Cell Surface uPA Generation; Potency, µM (doses to about 38.3 µM), for the others: top-dose activity change, negative = inhibition, usual class: inhibitors; cell surface uPA generation assay, qHTS; actives 0.31% (n = 330,000); active = well fitted inhibition curve with a large enough effect; inconclusive = small, poorly fitted or top-dose-only effect; inactive = no such curve, though single readings can be large or run the other way; tested in mouse RAW 264.7 cells; note: potency is the fitted concentration of half-maximal effect; % is set by controls: 0 for no effect and ±100 for the full control effect; nearly all actives have a fitted effect of over 55% in size
# Eya2 phos inh: qHTS Assay for Inhibitors of the Phosphatase Activity of Eya2; Protein phosphatase EYA2 (Homo sapiens), O00167; recombinant Eya2, OMFP fluorescence dephosphorylation (OMFP is methylfluorescein phosphate); Potency, µM (top dose mostly 76.9 µM), inactives show top-dose activity, negative = inhibition, actives largely listed as inhibitors; actives 0.006% (n = 330,000); AID 488837, 2010; note: potency is the fitted concentration of half-maximal effect; % is set by controls: 0 for no effect and ±100 for the full control effect
#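 Eya2 protein (added as 0.2 uM solution) was preincubated with compound for 10 min at ambient temperature in 50 mM HEPES pH 7.5, 50 mM NaCl, 5 uM MgCl2, 0.05% BSA, 1 mM DTT. OMFP (added at 50 uM) then reacted 10 min; fluorescence read at 485/525 nm.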
# ELG1 genotox: qHTS screen for small molecules that induce genotoxicity in human embryonic kidney (HEK293T) cells expressing luciferase-tagged ELG1; Potency, µM (doses to about 46 µM), inactives show at the highest dose activity change, positive = activation, actives largely listed as activators; AID 504466, 2011; actives 1.3% (n = 330,000); HEK293T ELG1-luciferase reporter, luminescence, 16 h; note: potency is the fitted concentration of half-maximal effect; % of control where 0% means no effect; nearly all actives have a fitted effect of over 60% in size
#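 Screening used a luciferase reporter fused to human ELG1 in HEK293T cells. Luminescence was read on a CCD plate imager after 16 hr exposure and 30 min ONE-Glo incubation.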
# TRPV1 ag: HTS Assay for Compounds that Act as Agonists of the Vanilloid Receptor 1; AID 540275, 2011; TRPV1-expressing cells, Fluo-8 calcium influx, agonist mode; activation, % at 8.33 µM; Transient receptor potential cation channel subfamily V member 1 (Homo sapiens), Q8NER1; actives 0.19% (n = 320,000); in the data active = activation above about 80%; inconclusive = between about 30% and that limit; note: 0% is about no effect
#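 TRPV1-expressing cells were cultured overnight at 35.5C and loaded with Fluo-8 calcium dye for 40 to 90 min at room temperature. After a 10 s baseline, compound was added and calcium influx was read kinetically for 3 min (ex 480/em 520 nm).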
# B2AR arrestin: qHTS assay of beta-arrestin-biased ligands of beta2-adrenergic receptor; Beta-2 adrenergic receptor (Homo sapiens), P07550; beta-arrestin recruitment to beta2AR, cell-based reporter; Potency, µM (doses to about 46.1 µM), inactives show top-dose activation, usual class: activators; actives 0.02% (n = 330,000);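 note: potency is the fitted concentration of half-maximal effect; 0% = DMSO controls and full agonism = EC100 isoproterenol or metaproterenol; nearly all actives have a fitted effect of over 65% in size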
# Target sequence (P07550 whole entry, looked up): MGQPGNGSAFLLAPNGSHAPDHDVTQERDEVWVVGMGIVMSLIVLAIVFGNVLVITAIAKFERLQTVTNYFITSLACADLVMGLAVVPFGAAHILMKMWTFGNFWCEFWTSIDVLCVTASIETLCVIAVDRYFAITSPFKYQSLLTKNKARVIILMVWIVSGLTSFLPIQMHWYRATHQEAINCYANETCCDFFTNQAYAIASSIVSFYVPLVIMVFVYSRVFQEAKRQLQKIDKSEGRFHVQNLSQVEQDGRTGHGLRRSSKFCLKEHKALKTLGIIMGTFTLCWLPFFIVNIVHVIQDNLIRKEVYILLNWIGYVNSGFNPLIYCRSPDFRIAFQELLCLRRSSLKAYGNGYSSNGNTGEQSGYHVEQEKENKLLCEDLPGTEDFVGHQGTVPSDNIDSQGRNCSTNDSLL
# USP2a block: qHTS Assay for Inhibitors of Ubiquitin-specific Protease USP2a Using CHOP2 as the Reporter. Ubiquitin carboxyl-terminal hydrolase 2 (Homo sapiens), O75604. USP2 core, Ub-CHOP2 coupled fluorogenic reporter, 485/531. Potency, µM (top dose mostly 38.3 µM), for the others: at the top dose activity change, negative = inhibition, actives largely listed as inhibitors. actives 0.01% (n = 330,000). AID 463254, 2010;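 note: potency is the fitted concentration of half-maximal effect; plate controls were DMSO wells for no effect and full inhibition by NEM control for full effect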
#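 USP2 core (10nM final) preincubated 30min RT with compound in 20mM Tris-HCl pH 8.0, 2mM CaCl2, 2mM beta-mercaptoethanol, 0.05% CHAPS; 25nM Ub-CHOP2 plus 25nM reporter substrate added, fluorescence (Ex485/Em531) read after 60min.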
# p53 reactivator: qHTS assay for re-activators of p53 using a Luc reporter. H1299 p53-A138V BP100-luciferase reporter, luminescence, 24 h. Potency, µM (top dose mostly 92.2 µM), for inactives: at the highest dose activity change, positive = activation, hits mostly activators. actives 0.063% (n = 320,000). AID 504706, 2011; note: potency is the fitted concentration of half-maximal effect; % of control where 0% means no effect; nearly all actives have a fitted effect of over 45% in size
#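 H1299 (p53-null), stable ts p53-A138V + BP100-Luc; 1000 cells/well, Opti-MEM/10% FBS; cpd 4 pt, 1:5; 24 h, 37 deg C, 5% CO2; detection reagent 10 min RT; luminescence.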
# BRCA1 expr act: qHTS Assay to Identify Small Molecule Activators of BRCA1 Expression. MCF7-BRCA1-FFLuc reporter, luminescence, 48 h; response scale: scaled: vehicle 0%, 10 µM genistein 100%. Potency, µM (doses to about 46.1 µM), without a hit: top-dose activation, hits mostly activators. actives 1.1% (n = 380,000). AID 624202, 2012; note: potency is the fitted concentration of half-maximal effect; nearly all actives have a fitted effect of over 80% in size; some results filed as inactive show a strong effect at the top dose
#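 Compounds are tested at multiple concentrations on MCF7 BRCA1-luciferase reporter cells seeded at 2000 per well; after 48 h, a single luminescence end-point is taken and curves fitted to the normalized data.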
# TSG101-PTAP inh: qHTS Assay for Iinhibitors of HIV-1 Budding by Blocking the Interaction of PTAP/TSG101; Tumor susceptibility gene 101 protein (Homo sapiens), Q99816; Fluorescence polarization, FITC-PTAP peptide / Tsg101 binding; Potency, µM (titrated, usually from 115 µM), without a hit: at the top dose activity change, negative = inhibition, most hits filed as inhibitors; 340,000 tested, under 10 active; active = well fitted inhibition curve with a large enough effect in the main read-out, with a control signal flat, not every such curve was filed as active; inconclusive = small, poorly fitted or top-dose-only effect, or effect the other way, or a change in a side signal; inactive = no such curve, though single readings can be large or run the other way; note: potency is the fitted concentration of half-maximal effect; % of control where 0% means no effect
# Target sequence (Q99816 whole entry, looked up): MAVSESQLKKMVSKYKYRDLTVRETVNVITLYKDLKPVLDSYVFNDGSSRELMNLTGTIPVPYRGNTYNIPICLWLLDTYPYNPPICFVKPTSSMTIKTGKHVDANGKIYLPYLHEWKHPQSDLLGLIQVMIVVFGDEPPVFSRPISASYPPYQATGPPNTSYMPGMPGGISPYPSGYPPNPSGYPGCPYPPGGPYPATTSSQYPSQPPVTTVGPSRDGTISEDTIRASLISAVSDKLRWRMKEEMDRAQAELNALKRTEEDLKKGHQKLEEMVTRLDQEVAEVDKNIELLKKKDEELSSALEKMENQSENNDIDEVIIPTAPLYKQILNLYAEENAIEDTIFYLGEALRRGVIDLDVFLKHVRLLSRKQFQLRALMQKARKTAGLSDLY
#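 Tsg101 binding domain (10 uM final) was mixed with compound and a FITC-labeled PTAP peptide (50 nM final) in HEPES pH 7.5 buffer with NaCl, Tween 20, EDTA and TCEP; fluorescence polarization was read after 20 min at r.t.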
# * hit, by the source's call; ? = inconclusive; . = not tested or not shown; [ ] = dose if it differs, or a comment. Unless noted, calls come from the whole dose curve; as a rule, active = well fitted curve in the direction sought with a large enough effect; inconclusive = small, poorly fitted or top-dose-only effect, or another doubt; inactive = no such curve, though single readings can be large; an effect the other way counts as inactive or inconclusive.
SMILES,ASM inhibitor,Integrin act MD,uPA surface inh,Eya2 phos inh,ELG1 genotox,TRPV1 ag,B2AR arrestin,USP2a block,p53 reactivator,BRCA1 expr act,TSG101-PTAP inh
COc1ccc(N2C(=O)CC(Sc3nc4ccccc4s3)C2=O)cc1 (stereo not drawn),-2%,16%,-2%,-22%,0%,2,-0.2%,4%,7%,15%,-2%
CC12CN(C(=O)c3ccccc3Br)CC(C)(CN(C(=O)c3ccccc3Br)C1)C2=O,-2%,28%,-3%,0%,-6%,0,-0.1%,-1%,-7%,3%,0%
COc1ccc(C)cc1NC(=O)C12CCC(C)(C(=O)O1)C2(C)C (stereo not drawn),-1%,15%,4%,-1%,-5%,22,-0.1%,1%,0%,-15%,-4%
COCCCN(C(=O)c1ccc2ccccc2n1)c1c(N)n(Cc2ccccc2)c(=O)[nH]c1=O,-2%,-28%,-4%,5%,15%,2,-1.8%,3%,?,9%,-8%
CCc1nc2oc3ccccc3c(=O)c2c(=O)n1-c1ccccc1,0%,-15%,.,-1%,13µM*,-8,3.1%,0%,?,26%,0%
Cc1c(C(C)(C(=O)O)c2c(C)n(C)c3ccccc23)c2ccccc2n1C,.,.,.,-11%,0%,3,-1.0%,-6%,0%,.,.
c1ccc(-n2ncc3c(NCC4CCCO4)ncnc32)cc1 (stereo not drawn),-2%,-12%,-7%,3%,2%,14,-0.4%,10%,8%,88%,-5%
O=C(CCCC(=O)N(CC(=O)NC1CCCC1)c1ccc(F)c(Cl)c1)Nc1ccccn1,-4%,-4%,-5%,-2%,-1%,-1,0.1%,2%,0%,3%,0%
O=C1N(c2ccc(Cl)cc2)C(c2ccc(Cl)cc2)N2CCCN12 (stereo not drawn),-3%,-17%,-5%,1%,-2%,4,0.2%,1%,-16%,-19%,-4%
O=C(NCCCc1ccccc1)C1CC(=O)N(c2ccc3c(c2)OCCO3)C1 (stereo not drawn),-1%,-7%,.,-5%,3%,2,-0.1%,-1%,4%,-7%,-2%
COCCNc1nnc(SCC(=O)NC(=O)c2ccc(Cl)cc2)s1,0%,-30%,3%,18%,-1%,0,-0.1%,2%,-5%,-24%,-5%
Cc1ccc2c(c1)C1CN(C)CCC1N2S(=O)(=O)c1ccccc1F (stereo not drawn),0%,10%,-1%,12%,0%,3,0.3%,-5%,-6%,-13%,-4%
Cc1c(NS(=O)(=O)c2cccc(C(=O)NCc3ccccc3)c2)c(=O)n(-c2ccccc2)n1C,-2%,8%,-2%,12%,0%,4,-0.2%,-7%,-1%,-8%,-1%
CCOC(=O)C1CCN(C(=O)CN2C(=O)c3cccnc3Oc3ccc(C)cc32)CC1,3%,-20%,-3%,8%,-3%,-4,0.5%,-1%,-3%,-1%,-6%
COc1ccc(S(=O)(=O)N2CCN(c3nc(-c4cccnc4)nc4ccccc34)CC2)cc1,-2%,-22%,-6%,-9%,-11%,1,-0.2%,-1%,-3%,-45%,-1%
CCCC(=O)NNC(=O)c1ccoc1C,5%,3%,0%,4%,-2%,1,-1.6%,3%,-4%,0%,0%
COc1ccccc1NC(=O)C1CCOC1=O (stereo not drawn),0%,-24%,7%,.,.,.,.,.,.,-2%,-1%
Cn1c(N)c(C(=O)COC(=O)c2cccnc2Cl)c(=O)n(C)c1=O,3%,-17%,0%,-1%,5%,-2,0.0%,1%,1%,-1%,-2%
CC(C)(SC(=S)N1CCOCC1)C(=O)O,3%,15%,3%,16%,3%,-1,-0.2%,0%,12%,0%,-1%
Cc1c(Cl)c([N+](=O)[O-])nn1CC(=O)Nc1ccc2c(c1)OCO2,0%,5%,14%,3%,2%,-2,-0.5%,4%,-1%,-19%,-3%
Cc1cc(/C=C2\SC(=O)NC2=O)c(C)n1-c1ccc(N2CCOCC2)cc1,14%,10%,5%,-5%,-1%,-1,-0.8%,-9%,-2%,-1%,-3%
CCC(C)NC(=O)C1CCC(=O)N1Cc1ccc(C)cc1 (stereo not drawn),-1%,11%,0%,9%,-3%,-2,0.3%,1%,3%,7%,0%
CCOC(=O)Nc1ccc2c(c1)N(C(=O)N1CCN(C)CC1)c1ccccc1CC2,-5%,9%,?,2%,16%,1,-1.0%,-1%,-3%,11%,-2%
CC(C)C(NC(=O)CCNC(=O)c1ccccc1Cl)c1nc2ccccc2[nH]1 (stereo not drawn),0%,-13%,13%,2%,1%,-2,0.2%,-1%,0%,-12%,-5%
O=[N+]([O-])c1ccccc1/C=C/CN1CCCCC1CO (stereo not drawn),2%,0%,13%,2%,0%,-2,-1.6%,3%,?,13%,-2%
O=C(N/N=C/c1ccc(Sc2nc3ccccc3s2)c([N+](=O)[O-])c1)c1ccccn1,-7%,-29%,10%,13%,2%,2,-0.3%,-1%,4%,11%,1%
COC(=O)CCCC(=O)N1CCC(CCC(=O)NC2CC2)CC1,7%,6%,-5%,9%,5%,-3,0.0%,0%,3%,1%,-1%
C=CCn1c(C)cc(C(=O)COC(=O)CNC(=O)c2ccccc2)c1C,0%,15%,-2%,7%,14%,9,0.0%,-1%,14%,2%,-1%
Cc1ccc(-c2nc(CS(=O)(=O)CC(=O)NCCN3CCCC3)c(C)o2)cc1,-3%,-10%,-2%,12%,-2%,1,-0.1%,0%,-9%,-3%,1%
CN(C)CCCNC(=O)c1ccccn1,-1%,-8%,.,-3%,-2%,-2,0.0%,2%,2%,2%,0%
Nc1[nH]c(=O)[nH]c(=O)c1N=Nc1ccc(C(=O)O)cc1,25%,?,9%,3%,0%,0,-0.2%,3%,3%,-1%,-4%
Cc1cc(C)cc(C(=O)NCCCN2CCOCC2)c1,4%,2%,4%,14%,1%,-2,0.3%,5%,.,-6%,-1%
O=C(CCc1nc2ccccc2c(=O)[nH]1)N1CCN(S(=O)(=O)c2cc(Cl)ccc2Cl)CC1,-7%,0%,16%,.,.,.,.,.,.,-6%,-3%
Cc1ccc(NC(=O)Cn2ncn3c(cc4ccccc43)c2=O)c(C)c1,0%,23%,4%,9%,-2%,-2,-0.1%,-7%,-1%,1%,-4%
COCCn1c(SCC(=O)Nc2ccc(Cl)cn2)nnc1-c1ccncc1,3%,-3%,8%,-9%,12%,-7,-0.3%,-9%,0%,-16%,1%
O=C(Nc1cc2c(cc1Cl)-c1ccc([N+](=O)[O-])cc1C2=NO)C(F)(F)F,-11%,0%,7%,.,.,.,.,.,.,-68%,-5%
COCC(=O)NC1CCN(CC(=O)Nc2ccc(OC)cc2[N+](=O)[O-])CC1,-4%,-51%[inhibitor],-13%,-16%,0%,1,2.3%,-2%,11%,0%,-10%
CCOc1ccc(OCCC(=O)N(CC(C)C)c2c(N)n(Cc3ccccc3)c(=O)[nH]c2=O)cc1,20%,-8%,13%,.,.,.,.,.,.,-16%,-6%
CCOC(=O)C1CCCN(C(=O)c2ccc(C)c(S(=O)(=O)N3CCCCC3)c2)C1 (stereo not drawn),2%,23%,?,25%,-2%,15,-0.1%,2%,15%,-14%,-7%
O=S1(=O)CC(O)C(NCCO)C1 (stereo not drawn),3%,7%,3%,-4%,-8%,-1,-0.2%,0%,5%,0%,0%
CC(C)C[C@H](NC(=O)c1nc[nH]c1C(=O)NCC(=O)OCc1ccccc1)C(=O)OC(C)(C)C,-6%,-11%,?,-15%,1%,?,0.5%,-10%,.,-9%,-4%
CC(=O)c1ccc(NC(=S)NC(=O)/C=C/c2ccc(F)cc2)cc1,4%,-25%,5%,13%,-3%,-5,0.0%,2%,12%,17%,-4%
CCN(CC)C(C(=O)Nc1ccc(C(C)C)cc1)c1ccc2c(c1)OCO2 (stereo not drawn),-1%,-68%[inhibitor],-2%,-22%,-3%,6,0.4%,-1%,-19%,-37%,-9%
